S3 lipid droplet = qHTS Assay for Lipid Storage Modulators in Drosophila S3 Cells. Drosophila S3 cells, BODIPY lipid droplet fluorescence, 18-24 h; cells fed with added oleic acid. lipid storage change, negative = inhibition, % at the top dose, mostly 46.1 µM; hits show Potency in µM. 320,000 compounds, 0.64% hits; active means well fitted inhibition curve with a large enough effect in the signal ratio, with a control signal flat, not every such curve was filed as active; inconclusive means small, poorly fitted or top-dose-only effect, or effect the other way, or a change in a side signal; the % refers to the signal ratio
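Drosophila S3 cells loaded with oleic acid (400 uM, as added) and compounds at several concentrations; lipid droplets imaged by 488-nm laser-scanning cytometry, 500–530 nm intensity and object ratio to cell channel. Percent activity normalized to 20 uM Triacsin C.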
S3 lipid droplet cell count max = further read-out of S3 lipid droplet, marked with its call; cell number change, %; measured here: cell count max response;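 cells counted by Cell Tracker Red CMTPX staining in the red channel; peak over a dose series mostly up to 46.1 µM; percent activity relative to internal control wells on each plate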
Starred values were filed as active, the others as inactive; i = inactive; ? = inconclusive; · = no result given; [ ] = another dose, or the depositor's remark. On the % scale 0 is the no-effect control and ±100 the full control effect; potency means the concentration at half of the fitted maximal effect. This is a subset. The share of hits here may be higher or lower than overall.

SMILES	S3 lipid droplet	S3 lipid droplet cell count max
O=C(COc1ccccc1)N1CCN(S(=O)(=O)Cc2ccccc2)CC1	12.7%	8.1
COc1ccc(-c2nc(Cn3c(SCc4ccc(F)cc4)nc4ccncc43)c(C)o2)cc1OC	?	·
COc1cccc(OC)c1C(=O)N=c1sc2cc(S(C)(=O)=O)ccc2n1C	?	·
Cc1cccc(NC(=O)c2cc([N+](=O)[O-])ccc2N2CCCCC2)n1	?	·
O=S(=O)(NCc1ccc2c(c1)OCO2)c1cnc[nH]1	?	·
CCC(=O)NS(=O)(=O)c1cccnc1Nc1ccc(Cl)cc1	?	·
CCOC(=O)C1(Cc2cccc(F)c2)CCN(C(=O)c2cnccn2)CC1	15.1%	-1.6
Cc1ccc(S(=O)(=O)N(C)C)cc1NC(=O)CSc1nc2ccccc2c(=O)n1CC1CCCO1 (stereo not given)	?	·
O=C(CSc1nnc(-c2ccco2)o1)c1ccc(F)c(F)c1	?	·
CCCCN1C(=O)c2ccc(C(=O)NCCN3C(=O)S/C(=C\c4cccnc4)C3=O)cc2C1=O	?	·
COc1ccc([C@@H]2[C@@H]3C(=O)N(C(C)(C)C)C(=O)[C@@H]3[C@]3(Cc4ccccc4)C(=O)N(c4ccc(C(F)(F)F)cc4)C(=O)N23)cc1	?	·
O=C(Nc1ccc(F)cc1)c1cccc(NC(=O)C2C3CC4OC(=O)C2C4C3)c1 (stereo not given)	?	·
CC(OC(=O)CCN=C1NS(=O)(=O)c2ccccc21)C(=O)N(C)c1ccccc1 (stereo not given)	2.1%[0.0737 µM]	11.4
CC(=O)NNc1nc(-c2ccccc2)c2cc(Br)ccc2n1	?	·
CCOC(=O)N/N=C\c1ccc(-c2cccc(C(F)(F)F)c2)o1	-4.5%	-24.1
CC(C)CCNC(=O)CN(Cc1ccccc1)C(=O)CCC(=O)Nc1ccccn1	?	·
COc1ccc(C2CC(c3cccs3)=NN2c2nc(-c3ccccc3)cs2)cc1OC (stereo not given)	?	·
CCOC(=O)CN(C(=O)CSc1nnc(COc2ccc(OC)cc2)n1CC)c1ccccc1	?	·
COc1ccc(C2CCCN2C(=S)Nc2cccc(Cl)c2)cc1OC (stereo not given)	9.9%	7.1
c1cncc(CNCc2ccco2)c1	-5.1%	-5.2
Cn1c(=O)c2cc(S(=O)(=O)NCCC(=O)Nc3ccc(F)cc3F)ccc2n(C)c1=O	?	·
O=C(COc1ccc(F)c(Cl)c1)c1ccc[nH]1	?	·
COc1ccc(Cc2nnc(SCC(=O)N3CCc4ccccc4C3)o2)cc1	22.2%	-4.7
CCOc1ccc(N(C)S(=O)(=O)c2cc(-c3cc(C)no3)ccc2C)cc1	?	·
Cc1[nH]nc2nc3c(c(OC(=O)c4ccccc4)c12)c(=O)n(C)c(=O)n3C	0.0%	2.1
O=C(Nc1cccc(S(=O)(=O)Nc2ccccc2Cl)c1)c1ccc(Cl)nc1	?	·
O=c1c2ccccc2nc2n1C1(CCCCC1)Cc1ccccc1-2	i	4.8
CCCC(CCC)C(=O)Nc1c[nH]c(=O)[nH]c1=O	?	·
O=C(O)c1ccc(Cl)c(S(=O)(=O)N(Cc2ccccc2)c2ccc(Cl)cc2)c1	?	·
CC1CC(OC(=O)C(O)c2ccccc2)CC(C)(C)N1C (stereo not given)	1.5%	11.3
CC1CCN(C(=O)COC(=O)CCC(=O)c2cccs2)CC1	?	·
CCOC(=O)c1ccc(N(CC(=O)NCC2CCCO2)C(=O)CCC(=O)Nc2cc(C)on2)cc1 (stereo not given)	?	·
COc1ccccc1NC(=O)C(=O)c1cn(CC(=O)N2CCOCC2)c2ccccc12	i	12.1
NC(=S)N/N=C/c1ccc(/C=N/NC(N)=S)cc1	-17.0%	-1.6
CCCNC(=O)c1[nH]c(C)c(C(C)=O)c1C	9.4%	-10.0
CN(C)NC(=S)Nc1ccc2nc(-c3ccccn3)c(-c3ccccn3)nc2c1	?	·

5 of the compounds above, with two lines to a compound.
Every second line gives: S3 lipid droplet, S3 lipid droplet cell count max
- CC1CC(OC(=O)C(O)c2ccccc2)CC(C)(C)N1C (stereo not given)
  1.5%, 11.3
- CC1CCN(C(=O)COC(=O)CCC(=O)c2cccs2)CC1
  ?, ·
- CCOC(=O)c1ccc(N(CC(=O)NCC2CCCO2)C(=O)CCC(=O)Nc2cc(C)on2)cc1 (stereo not given)
  ?, ·
- COc1ccccc1NC(=O)C(=O)c1cn(CC(=O)N2CCOCC2)c2ccccc12
  i, 12.1
- NC(=S)N/N=C/c1ccc(/C=N/NC(N)=S)cc1
  -17.0%, -1.6

New compounds follow:
SMILES	S3 lipid droplet	S3 lipid droplet cell count max
CCOC(=O)c1c(CN2CCOCC2)n(-c2ccccc2)c2cc(Br)c(O)c(CN(C)C)c12	?	·
CC(C)NC1=C(Cl)C(=O)c2ccccc2C1=O	?	·
CN(C(=O)CN1CCN(c2cnn(-c3ccccc3)c(=O)c2Cl)CC1)C1CCS(=O)(=O)C1 (stereo not given)	?	·
COc1ccc(CCNC(=O)c2ccc3nc(N4CCCCC4)sc3c2)cc1OC	?	·
CC(C)N1CN(c2ccccc2)C(=S)N(c2ccccc2)C1	-15.3%	-14.6
CCc1ccc2oc(C(=O)Nc3nonc3C)c(C)c2c1	?	·
COc1cc(-n2c(C)nc3cc(C(=O)NCC4CCCO4)ccc32)cc(OC)c1OC (stereo not given)	?	·
O=C(Nc1ccn(Cc2c(F)c(F)cc(F)c2F)n1)c1ccc(COc2ccccc2Cl)cc1	?	·
c1ccc(-c2nn3c(Cn4nnc5ccccc54)nnc3s2)nc1	?	·
O=C(N/N=C/c1ccc(O)cc1)c1ccc(COc2cc(Cl)ccc2Cl)o1	?	·
CCOC(=O)Cc1csc(NC(=O)CCN2C(=O)c3cccc([N+](=O)[O-])c3C2=O)n1	-24.1%	5.5
CCCc1cnc(N2CCN(C(=O)c3c(-c4ccccc4)noc3C)CC2)nc1	15.3%	19.6
COc1cccc(CN2CC(C(=O)NCc3cccc(N4CCCC4)c3)CCC2=O)c1 (stereo not given)	?	·
COc1ccc2cc(C)c3nnc(SCC(=O)Nc4cc(OC)c(OC)cc4C(=O)O)n3c2c1	?	·
COC(=O)CCSc1cc(NCCOC(C)=O)c([N+](=O)[O-])c2nonc12	-9.7%	-12.6
CC(=O)Nc1ccc(-c2nc(C)c(C(C)=O)n2O)cc1	22.8%	-16.6
COc1ccc(S(=O)(=O)N2CCCc3ccccc32)cc1[N+](=O)[O-]	0.2%	·
CCOc1cccc(C2c3c(oc4cc(C)c(C)cc4c3=O)C(=O)N2CCCN(C)C)c1 (stereo not given)	5.4%	·
Cc1ccc(NC(=O)c2ccn(C)n2)c(Br)c1	23.2%	·
O=C(N/N=C/c1ccccc1)C1CCCN1C(=O)c1cc([N+](=O)[O-])cc([N+](=O)[O-])c1 (stereo not given)	i	6.5
Cc1cc([N+](=O)[O-])nn1CC(=O)Nc1ccc(Cl)cn1	?	·
O=C(C1=C[C@@H](c2ccc(Br)cc2)C[C@@H](OCc2ccc(CO)cc2)O1)N1CCN(Cc2ccc3c(c2)OCO3)CC1	?	·
CCN(c1ccccc1)P(=O)(Nc1ccccc1)Nc1ccccc1	5.0%	13.5
COc1ccc(CCCC(=O)NCC(=O)N/N=C/c2cc(Cl)ccc2OC)cc1	i	·
O=C(NC(=S)Nc1ccc(N2CCCC2)cc1)c1ccc(F)cc1	?	·
CCOc1ccc(S(=O)(=O)NCc2ccccn2)cc1NC(=O)c1ccccc1F	?	·
Cc1cc(OCC(=O)N2CCOCC2)ccc1[N+](=O)[O-]	-6.9%	-7.7
Cc1cccc(-n2ncc3c(NCCCn4ccnc4)ncnc32)c1	-0.2%	-13.5
COc1cc(NS(=O)(=O)c2ccc(NC(=O)/C=C/c3ccc([N+](=O)[O-])cc3)cc2)ncn1	-0.1%	22.6
O=C(Nc1ccc(Br)cc1)c1cc(S(=O)(=O)Nc2ccccn2)ccc1Cl	?	·
O=C(NCCc1nc2ccccc2[nH]1)/C(=C/c1ccc2c(c1)OCO2)NC(=O)c1ccccc1	?	·
COCCNC(=O)C(=O)NCC1OCCN1C(=O)c1ccc(Cl)cc1 (stereo not given)	2.5%	·
CCOC(=O)C1(Cc2ccc(Cl)cc2)CCN(Cc2nccn2CC)CC1	8.4%	5.5
O=C(COC(=O)c1ccccc1NC(=O)c1ccco1)NCCC1=CCCCC1	?	·
Cc1ccc(/C=C2/NC(=O)N(Cc3ccccc3)C2=O)s1	?	·
Cc1ccc(CCNC(=O)CCS(=O)(=O)c2ccc(Br)cc2)cc1	?	·
CC(C)C[C@H](NC(=O)N1CC(=O)Nc2ccccc21)C(=O)N[C@H](C(=O)O)c1ccccc1	-18.4%	-2.1
CCS(=O)(=O)n1nc(-c2ccccc2)nc1N	3.1%	5.0
O=C(C1CCCN(S(=O)(=O)c2ccc([N+](=O)[O-])cc2)C1)N1CCCCC1 (stereo not given)	-8.8%	8.0
COc1ccc(NC(=O)c2cc(Cl)ccc2NC(=O)c2ccco2)c(OC)c1	?	·
CC1CCCCC1NC(=O)C(Cc1ccccc1)NS(=O)(=O)c1cccs1 (stereo not given)	?	·
COC(=O)[C@]1(Cc2ccccc2)N[C@H](c2ccc(-c3cccc(Cl)c3)cc2)[C@@H]2C(=O)N(C)C(=O)[C@@H]21	?	·
Cc1cc(-c2ccc(C)c(S(=O)(=O)NCc3ccc(OC(C)C)cc3)c2)on1	i	-5.6
O=C(CCCc1ccccc1)Nc1ccccn1	?	·
CCOC(=O)C1=C(c2ccccc2)NC(SCC(=O)Nc2ccc(C)cc2)=C(C#N)C1c1ccco1 (stereo not given)	?	·
O=Cc1c(-c2ccccc2)nc2ccccn12	2.8%	6.5
CCOCC(=O)Nc1c(C)n(C)n(-c2ccccc2)c1=O	i	13.2
CC1(C)Cc2c(sc3[nH]c(=S)n(Cc4ccco4)c(=O)c23)CO1	?	·
O=c1nccc(N/N=C/c2ccccc2)[nH]1	17.9%	18.9
COc1cccc(C(=O)NCc2ccc3[nH]c(C)cc3c2)c1	22.7%	·
CCN1CCN(Cc2c(C(=O)N/N=C(\C)c3ccc(Cl)cc3)nnn2-c2nonc2N)CC1	?	·
CCOc1ccc(C(=O)CCC(=O)N2CCN(c3ncccn3)CC2)cc1	14.0%	12.1
CC(=O)c1c(C)[nH]c(C(=O)N2CCN(S(=O)(=O)c3ccc(C)cc3C)CC2)c1C	?	·
O=C(c1ccccc1F)N1CCCC(c2ccccc2)C1 (stereo not given)	4.6%	·
O=C(N/N=C/c1ccccn1)c1cc(-c2ccncc2)nc2ccccc12	24.3%	0.7
CCCC/C(O)=C/c1nc2ccccc2[nH]c1=O	?	·
CCN(CC(N)=O)S(=O)(=O)c1ccc(Br)cc1	?	·
COc1ccc(OC)c2sc(NNC(=O)C3COc4ccccc4O3)nc12 (stereo not given)	-7.4%	·
O=C1c2ccc([N+](=O)[O-])cc2S(=O)(=O)N1Cc1ccccc1	?	·
c1ccc(-c2ccc3nnnn3n2)cc1	?	·
New compounds follow.
SMILES	S3 lipid droplet	S3 lipid droplet cell count max
CCCN1CCN(C(=O)Cn2cnc3sc(C)c(S(=O)(=O)N4CCC(C)CC4)c3c2=O)CC1	?	·
CC(C)C(=O)N(c1cc2sc(=O)oc2c2ccccc12)S(=O)(=O)c1cccs1	-13.2%	·
CCCCCn1c(CN2CCN(c3cc(Cl)ccc3C)CC2)nc2c1c(=O)[nH]c(=O)n2C	16.3%	·
Cc1cc(NS(=O)(=O)c2ccc(NC(=O)Nc3ccc4c(c3)OCO4)cc2)no1	?	·
Cc1cc(C)c2[nH]c(O)c(N=NC(=O)c3cc4c(s3)CCCC4)c2c1	?	·
Cc1ccc(C(=O)Nc2ncccc2O)o1	5.9%	6.2
O=C1c2cccc3cccc(c23)C(=O)N1c1ccncc1	4.2%	-3.9
O=C(NCc1ccccc1)c1cc(S(=O)(=O)N2CCOCC2)ccc1F	?	·
Cc1nc2c(sc3nc(N4CCOCC4)c4c(c32)CC(C)(C)OC4)c(-c2ccccc2)c1C(=O)O	2.5%	21.0
CNc1snc(C)c1C(=O)OC(C)C(=O)Nc1ccccc1 (stereo not given)	?	·
CC1CCCC(C)N1S(=O)(=O)c1ccc(NC(=O)CNCC2CCCO2)cc1 (stereo not given)	?	·
CN(C(=O)COC(=O)c1cccc(F)c1)c1ccccc1	i	4.5
Cc1c(F)cccc1NC(=O)c1ccc2c(c1)CCN2S(C)(=O)=O	?	·
CCCNC(=O)Cn1nc(C(F)(F)F)c2c1CCCC2	-0.1%	11.4
CCc1ccc(NC(=O)CCC(=O)N2CCSc3ccccc32)cc1	-5.4%	-9.2
O=C(Nc1ccccc1)c1ccncc1	?	·
O=C(Nc1ccc2c(c1)OCO2)c1cccc2c1C(=O)N(Cc1cccnc1)C2	?	·
O=C(NCC1CCCCC1)c1cccnc1	?	·
CCOc1cc(/C=N/Nc2ncnc(Cl)c2N)ccc1O	?	·
Cc1cccc(N(CC(=O)NCCSCc2ccccc2)S(C)(=O)=O)c1	i	0.0
Cc1ccc(S(=O)(=O)c2ccc(Cl)cc2)cc1S(=O)(=O)N1CCOCC1	?	·
CN(C)c1ccc(N/C(=N\S(=O)(=O)c2cccs2)c2ccccc2)cc1	11.9%	-2.7
Cc1ncoc1C(=O)Nc1ccccc1-c1ccccc1	22.0%	10.4
O=C(N/N=C/c1ccccc1[N+](=O)[O-])c1ccc2c(c1)OCCO2	3.9%	6.1

Of the compounds above, these have a CF3 group:
SMILES	S3 lipid droplet	S3 lipid droplet cell count max
COc1ccc([C@@H]2[C@@H]3C(=O)N(C(C)(C)C)C(=O)[C@@H]3[C@]3(Cc4ccccc4)C(=O)N(c4ccc(C(F)(F)F)cc4)C(=O)N23)cc1	?	·
CCOC(=O)N/N=C\c1ccc(-c2cccc(C(F)(F)F)c2)o1	-4.5%	-24.1
CCCNC(=O)Cn1nc(C(F)(F)F)c2c1CCCC2	-0.1%	11.4

From PubChem
